p-CIP stab down: lowers stability of the mouse p/CIP coactivator protein; Q05BA5; F442A p/CIP-EGFP cells, EGFP fluorescence, 16 h; decrease of EGFP signal, % at 10 µM; 0.01% of 290,000 active; AID 1984;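 active = EGFP signal decrease of at least 30% at 10 µM or well 3 SD below plate mean, unless failing retest; inactive = the rest, including hits failing retest or dose response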; note: some compounds called inactive have numbers as strong as hits; many of its hits are not listed in these tables
GalR3 antag: blocks the human galanin receptor 3. HEK293 GalR3-CNG cAMP membrane potential fluorescence; galR3 body fused to GalR1 C-terminus. inhibition, % at 3 µM. 0.44% of 360,000 active. AID 651719;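 active = inhibition above the screen-wide average plus 3 SD, cut at about 13% in these data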;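 note: forskolin and galanin both at EC90 stimulate the cells; cAMP rise reported by CNG channel membrane potential dye signal; 0% = forskolin plus galanin with DMSO and 100% = forskolin alone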
IDE act: IDE (human) activation, cell-based; 0.073% of 340,000 active; HEK cells, FAbeta-B cleavage, fluorescence polarization; 0% vehicle, 100% cell-free pure enzyme wells; P14735; AID 493087; activation, % at 5.96 µM;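 active = activation above the mean of all tested compounds plus 3 SD, set per screening campaign, cut at about 17% in these data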
CRFR2-BP antag: blocks CRF-induced signaling of the CRF-BP/CRF-R2 complex. 0.59% of 350,000 active. inhibition, % at 11.8 µM. HEK293 CRF-R2/CRF-BP, CRF-induced calcium fluorescence;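 active = inhibition of the ligand-induced calcium signal above about 50% at the single tested concentration, limit read from the data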
MEKK3 PB1 HTS: MEKK3-MEK5 PB1 interaction, increase or decrease. 1.4% of 290,000 active. binding response (% of control), % at 10 µM. AID 1529. bead-based flow cytometry, Alexa488-MEK5 binding to MEKK3; actives lie on both sides; 0 = blocked by unlabeled MEK5, 100 = vehicle;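 active = binding response more than 3 SD above or below the average of its plate-row segment, actives on both sides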;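 note: Alexa488 bead fluorescence after subtracting the streptavidin-only scavenger bead signal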
Target sequence (Q99759 whole entry, looked up): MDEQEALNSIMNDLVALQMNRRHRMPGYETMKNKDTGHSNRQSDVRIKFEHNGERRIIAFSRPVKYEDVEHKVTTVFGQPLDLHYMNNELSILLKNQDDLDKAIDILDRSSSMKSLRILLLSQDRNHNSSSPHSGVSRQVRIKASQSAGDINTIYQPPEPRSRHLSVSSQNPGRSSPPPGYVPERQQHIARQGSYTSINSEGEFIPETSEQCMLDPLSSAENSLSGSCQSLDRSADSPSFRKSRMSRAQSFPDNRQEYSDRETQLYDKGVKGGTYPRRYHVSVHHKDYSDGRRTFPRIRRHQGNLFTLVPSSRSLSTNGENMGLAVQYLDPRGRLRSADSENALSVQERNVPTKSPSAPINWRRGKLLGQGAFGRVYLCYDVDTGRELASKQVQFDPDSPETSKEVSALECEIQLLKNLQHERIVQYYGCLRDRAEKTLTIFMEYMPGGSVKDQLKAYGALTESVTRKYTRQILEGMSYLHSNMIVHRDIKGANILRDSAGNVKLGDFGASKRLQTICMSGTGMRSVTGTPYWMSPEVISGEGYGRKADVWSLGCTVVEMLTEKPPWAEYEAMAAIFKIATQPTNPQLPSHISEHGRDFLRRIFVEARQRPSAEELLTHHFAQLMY
PHOSPHO1 block: PHOSPHO1 (human) inhibition | Q8TCT1 | recombinant PHOSPHO1, absorbance phosphatase assay | inhibition, % at 13.3 µM | 1.1% of 290,000 active | AID 1565; in the data active = inhibition above about 60%
IDE inh: inhibitors of human insulin-degrading enzyme in cells; HEK cells, FAbetaB cleavage, fluorescence polarization; inhibition, % at 5.59 µM; 0.41% of 320,000 active;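 active = percent inhibition above the average of all tested compounds plus 3 SD, set per screening campaign, cut at about 16% in these data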;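 note: IDE supplied by intact live HEK cells; FP after avidin binding of uncleaved biotin substrate so inhibition keeps polarization high; 0% = DMSO wells and 100% = 60 µM reference IDE inhibitor Ii1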
CRFBP-R2 agonist: CRF-BP/CRF-R2 complex agonism; HEK293 CRF-R2/CRF-BP, calcium dye fluorescence (FLIPR); percent of saturating CRF peptide response; activation, % at 13.2 µM; 0.46% of 350,000 active; AID 588473;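 active = activation of at least 50%, plus an integration ratio under a set limit after plate pattern correction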;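 note: plate controls were neutral control wells without compound for no effect and CRF at EC100 for full effect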
CHRM4 PAM: CHRM4 positive allosteric modulation; AID 624126; 0.4% of 360,000 active; CHO-K1 hM4/Gqi5, Fluo-8 calcium fluorescence, ACh EC20; 0% = ACh EC20, 100% = maximal ACh; activation, % at 3 µM; P08173;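 active = activation above its plate's cutoff, the mean activation of sample wells plus 3 SD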; note: some results filed as inactive read as strong as hits
Target sequence (P08173 whole entry, looked up): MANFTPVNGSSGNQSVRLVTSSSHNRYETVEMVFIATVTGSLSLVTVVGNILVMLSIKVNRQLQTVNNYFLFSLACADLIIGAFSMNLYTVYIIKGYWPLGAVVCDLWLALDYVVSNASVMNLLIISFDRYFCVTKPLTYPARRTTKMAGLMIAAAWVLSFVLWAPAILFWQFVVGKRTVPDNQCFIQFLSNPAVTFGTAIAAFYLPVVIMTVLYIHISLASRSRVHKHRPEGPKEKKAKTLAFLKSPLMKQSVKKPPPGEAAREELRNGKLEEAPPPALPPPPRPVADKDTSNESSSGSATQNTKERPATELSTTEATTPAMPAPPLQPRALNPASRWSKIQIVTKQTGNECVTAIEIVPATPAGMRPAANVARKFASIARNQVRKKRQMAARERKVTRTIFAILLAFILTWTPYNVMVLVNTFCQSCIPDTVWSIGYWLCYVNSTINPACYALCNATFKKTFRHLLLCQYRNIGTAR
* marks the source's active call; other numbers are inactive results; . = not tested or not shown; & = joins results of further samples; [ ] = dose if it differs, or a comment. An unsorted share of the library (roughly 4.2% active in at least one column).

p-CIP stab down,GalR3 antag,IDE act,CRFR2-BP antag,MEKK3 PB1 HTS,PHOSPHO1 block,IDE inh,CRFBP-R2 agonist,CHRM4 PAM,canonical_smiles
-18,-5,2,-7,100,41,-2,-0.4,5,CCOc1ccccc1N(C(=O)c1snc(C(N)=O)c1N)C(C(=O)NCC1CCCO1)c1ccc2ncccc2c1 (stereo unspecified)
-4,-3,7,26,104,36,3,-0.3,-10,Cc1ccc(S(=O)(=O)Oc2ccc3ccc(O)cc3c2)cc1
-15,6,4,14,104,-6,4,0.8,2,O=C(CSCc1ccc([N+](=O)[O-])cc1)N/N=C/c1cccnc1
.,-1,6,-12,.,.,-4,2.8,6,CCCCN(C(=O)c1ccco1)c1c(N)n(CCC)c(=O)[nH]c1=O
.,-3,-2,6,.,.,0,-0.9,6,CCOc1ccc(NC(=O)COC(=O)c2cc(S(=O)(=O)N3CCCC3)ccc2C)cc1
-11,-10,4,-12,102,24,-5,1.2,1,CCN1CCN(S(=O)(=O)c2c(C)cc(C)cc2C)CC1
-20,-1,4,13,95,-3,-22,-0.2,-2,O=C(C1CCCN(S(=O)(=O)c2cccc3nonc23)C1)N1CCN(c2cccc(Cl)c2)CC1 (stereo unspecified)
-41,45*,0,6,100,-84,6,0.2,-21,C=CC[n+]1c(/C=C2\C=Cc3cc(C)ccc3N2CC)ccc2ccccc21
-22,-7,-3,-1,101,28,12,2.9,-2,COc1ccccc1N1CCN(C2CCCN(C(=O)CCc3cnccn3)C2)CC1 (stereo unspecified)
0,-7,0,11,99,11,0,1.0,-4,COc1cc(-c2noc(CCC(=O)NC3CCCC3)n2)cc(OC)c1OC
.,0,0,-8,.,.,8,-0.3,-1,O=S(=O)(Nc1c(O)ccc2ccccc12)c1ccc(F)cc1
8,-2,6,1,103,22,-1,5.0,-6,O=C(Nc1ccc([N+](=O)[O-])cc1)c1cc(Cl)sc1Cl
-6,-1,3,4,106,-1,0,3.9,0,COc1ccc(N(CC(=O)Nc2ccc(OC)c(Cl)c2)S(=O)(=O)c2c(C)noc2C)cc1
3,99*,2,1,96,36,-5,-1.0,-4,COc1ccc(NS(=O)(=O)c2ccc3c(c2)OCCO3)cc1OC
8,-2,4,-5,102,8,.,-0.6,10,CCOC(=O)c1c(C)[nH]c(C(=O)OCc2ccc(F)cc2)c1C
0,-8,7,-1,105,12,4,0.2,1,Cc1ccc(-c2nnc3cccc(Cl)n23)cc1
.,-5,.,-7,.,.,.,-1.9,4,CN(CC(=O)Nc1cccc(F)c1)C(=O)Cc1ccsc1
-1,-8,7,13,101,-46,-1,2.0,-2,O=[N+]([O-])c1ccc(O)c(/C=N/n2c(-c3ccccc3)n[nH]c2=S)c1
11,0,5,-2,102,37,-2,-2.6,7,Cc1ccc(S(=O)(=O)NCc2ccccc2)cc1C(=O)N(C)Cc1ccccc1F
-4,-8,2,-2,100,4,5,-1.2,0,Cc1ccc(CN2[C@@H](c3ccccc3)COCCS2(=O)=O)cc1
-4,-7,6,-1,97,53,-1,-1.3,-1,Cc1ccsc1/C=N/N1CCN(Cc2ccccc2)CC1
-4,-5,-3,4,103,18,2,0.9,1,Cc1nc2ccccn2c1C(=O)NCCCN1CCOCC1
-2,2,1,2,94,36,5,-4.2,-6,Cc1cccc(CCNC(=O)C2CCN(S(=O)(=O)c3ccccc3)CC2)c1
-14,3,.,9,98,46,-7,-1.6,-2,N#CCC(=O)NNc1c([N+](=O)[O-])cc(C(F)(F)F)cc1[N+](=O)[O-]
6,2,0,8,99,12,6,0.3,3,COc1ccc(-c2cc(C(=O)N3CCN(C(=O)c4ccccc4F)CC3)[nH]n2)cc1
-1,-5,-9,-5,104,-1,9,4.2,0,COc1ccccc1NC(=O)C1CCN(S(=O)(=O)c2ccc3c(c2)NC(=O)CO3)CC1
-4,-3,1,1,1.0*[inhibitor],-14,-2,-0.5,2,CNc1ccc(OC(F)F)cc1C(=O)c1ccccc1
-3,-2,5,-6,84,15,0,-2.0,-1,CC(C)(C)NC(=O)C(c1ccc(O)cc1)N(Cc1ccco1)C(=O)Cn1nnc(-c2cccs2)n1 (stereo unspecified)
-7,-1,5,-6,96,10,0,2.3,-2,COCC(C)N1CCC(n2nccc2NC(=O)c2ccccc2Cl)CC1 (stereo unspecified)
-13,-3,5,-11,100,2,0,0.6,3,O=c1cc(CO)oc(CN2CCN(CCO)CC2)c1O
-1,-10,1,11,100,6,7,-1.1,3,Cc1onc(-c2ccccc2Cl)c1C(=O)Nc1ncn[nH]1
-6,2,-3,6,103,7,6,-1.7,-5,Cc1ccc(NC(=O)CN(C)CC(=O)Nc2ccc(F)c(Cl)c2)cc1
-5,-3,3,5,99,6,10,-0.3,10,Cc1nn(CC(=O)Nc2ccc(C(=O)N3CCCC3)cc2)c(=O)c2ccccc12
-23,-10,6,2,99,31,-7,-5.6,6,COc1ccccc1CCc1nnc(CCC(=O)NCC[C@@H]2C[C@@H]3C=C[C@H]2C3)o1
-4,8,6,1,96,2,7,-4.3,-5,COc1ccc(-c2cc(C(=O)OCC(=O)N(C)C3CCS(=O)(=O)C3)c3ccccc3n2)cc1OC (stereo unspecified)
-9,1,3,8,99,54,4,-1.0,-2,Cc1ccc(C)c(NC(=O)C(c2ccccc2)N2CCOCC2)c1 (stereo unspecified)
-20,-2,3,-2,100,42,-2,5.5,4,CS(=O)(=O)N1CCCC(C(=O)N2CCc3ccccc3C2)C1 (stereo unspecified)
0,-4,0,13,98,-9,-1,2.8,-4,COc1cccc(CN2CCN(Cc3ccc4c(NC(C)=O)cccc4n3)CC2CCO)c1 (stereo unspecified)
0,-4,4,-8,99,-18,-4,-1.1,0,Cc1ccc(-n2c(CNc3ccc(F)cc3)nnc2SCC(=O)NCc2ccco2)cc1
.,-7,3,-28,.,.,.,-1.5,1,O=S(=O)(CCN1CCCC1)NCCNS(=O)(=O)c1ccc(F)cc1Br

Profiles, looked up by structure. Order of values: p-CIP stab down, GalR3 antag, IDE act, CRFR2-BP antag, MEKK3 PB1 HTS, PHOSPHO1 block, IDE inh, CRFBP-R2 agonist, CHRM4 PAM
COc1ccc(-c2cc(C(=O)OCC(=O)N(C)C3CCS(=O)(=O)C3)c3ccccc3n2)cc1OC (stereo unspecified) reads -4, 8, 6, 1, 96, 2, 7, -4.3, -5
O=S(=O)(CCN1CCCC1)NCCNS(=O)(=O)c1ccc(F)cc1Br reads ., -7, 3, -28, ., ., ., -1.5, 1
Cc1ccc(-n2c(CNc3ccc(F)cc3)nnc2SCC(=O)NCc2ccco2)cc1 reads 0, -4, 4, -8, 99, -18, -4, -1.1, 0
CS(=O)(=O)N1CCCC(C(=O)N2CCc3ccccc3C2)C1 (stereo unspecified) reads -20, -2, 3, -2, 100, 42, -2, 5.5, 4

(listing goes on)
p-CIP stab down,GalR3 antag,IDE act,CRFR2-BP antag,MEKK3 PB1 HTS,PHOSPHO1 block,IDE inh,CRFBP-R2 agonist,CHRM4 PAM,canonical_smiles
-20,-9,7,-7,102,14,-2,0.0,-8,N#Cc1ccc(CN2CCN(C(=O)CC(NC(=O)c3ccccc3)c3ccccc3)CC2)cc1 (stereo unspecified)
1,0,0,-2,94,-8,5,-2.1,-2,CCOC(=O)c1c(NCc2ccccc2)n[nH]c1C
-22,-6,6,14,101,-42,2,0.3,-1,CN(C)c1ccc(-c2noc(C3CCN(S(=O)(=O)c4cccc(Cl)c4)CC3)n2)cc1
6,-3,1,-11,111,-10,.,0.5,-2,COc1cccc(NC(=O)c2ccc(NCCCN3CC(C)CC(C)C3)c([N+](=O)[O-])c2)c1 (stereo unspecified)
9,0,-6,-9,95,-9,4,-0.1,0,Cc1nnc(SCC(=O)NC(C)(C)C)n1C1CCCCC1
-10,-2,0,4,101,32,1,2.1,-27,Cc1cc(-c2nnc(SCC(=O)Nc3ccccc3)n2C)no1
-11,.,-7,-25,107,7,-1,3.1,5,CC(NC(=O)c1ccco1)C(c1cccs1)N1CCOCC1 (stereo unspecified)
.,5,2,1,.,.,6,-1.3,12,C[C@H](CO)N1C[C@H](C)[C@@H](CN(C)Cc2ccncc2)Oc2c(NC(=O)CCC(F)(F)F)cccc2C1=O
0,-5,8,14,103,-4,-3,-2.5,3,COc1ccc(-c2cc(C(=O)NCCCn3ccnc3)no2)cc1OC
-4,-5,0,13,100,-6,-5,-0.9,-6,FC(F)(F)c1nnc2sc(-c3ccco3)nn12
-7,-3,5,6,94,-2,3,0.6,13,Cc1onc(-c2ccccc2Cl)c1C(=O)Nc1ccc(OCC(=O)N2CCOCC2)cc1
-16,-3&4,-5&0,4&-6,103,-2,2,-5.4&-0.4,-5&-4,Cn1c(=NC(=O)CN2C(=O)C3CC=CCC3C2=O)sc2ccccc21 (stereo unspecified)
-15,-3,9,-11,103,41,-5,-4.0,7,Cc1cc(C)cc(-n2c(O)c(C=NC3CCS(=O)(=O)C3)c3ccccc3c2=O)c1 (stereo unspecified)
-2,-3,4,2,99,51,1,-0.9,5,CCOC(=O)c1ccccc1-c1csc(N)n1
-31,-7,1,7,96,17,-2,3.4,1,COc1ccc(-n2c(=O)c(CCC(=O)N(C)Cc3ccccc3C)nc3ccccc32)cc1
-8,-1,3,2,100,14,-2,0.1,10,O=C(O)CC1NC(=O)N(c2ccc(Cl)cc2)C1=O (stereo unspecified)
-9,-4,2,6,97,-12,1,3.0,2,Cc1cccc(N2CC(C)Cn3c2nc2c3c(=O)n(CC(=O)OCc3ccccc3)c(=O)n2C)c1 (stereo unspecified)
4,-4,4,105*,95,-4,2,-0.4,8,CC(C)C(NC(=O)c1ccco1)C(=O)NC1CCCCCC1 (stereo unspecified)
-5,-5,5,3,103,13,2,-1.0,-3,COc1ccc2nc(C)cc(NCCN3CCOCC3)c2c1
-4,-4,2,-7,102,-2,-2,-0.6,0,CC(C)[C@@H]1COC(c2cccc(C3=N[C@H](C(C)C)CO3)c2)=N1
-10,-2,0,-1,91,28,-2,0.2,0,O=C(CCCC(=O)N(c1ccc2c(c1)OCCO2)C(C(=O)NC1CCCCC1)c1ccc(F)cc1)Nc1ccccn1 (stereo unspecified)
-2,-6,-2,-12,96,-9,-3,0.4,8,Cc1ccc(CNC(=O)CCc2c(C)nc3ncnn3c2C)cc1
-1,3,-2,37,77,18,1,0.2,-11,CCNC(=S)N(Cc1ccccc1)Cc1nc2ccccc2c(=O)[nH]1
-6,-7,2,13,94,11,-4,0.9,1,O=C(Nc1ccc(F)cc1)N1CCn2c(nc3ccccc32)C1
.,-6,3,-10,.,.,.,-2.8,4,O=C(C=NNc1ccccc1)c1ccccc1
-12,-7,8,16,101,1,-3,-2.3,0,CCOc1cc2[nH]c(=O)n(CCCCC(=O)NCc3ccco3)c(=O)c2cc1OCC
18,-5,0,25,103,-66,1,-1.3,-4,CCN(CC)CCCNc1nc2cc(OC)c(OC)cc2c2nc(-c3cccnc3)nn12
-9,-5,2,16,101,48,-4,-2.2,12,Cn1c(=O)n(CC(=O)NCc2cccnc2)c2ccccc21
4,-7,-2,-1,102,15,2,-1.4,-4,CCOP(=O)(c1ccc(N(C)C)cc1)C(O)c1ccccc1 (stereo unspecified)
3,3,.,6,98,46,1,-0.5,-8,CCn1cc(CN2CCc3c([nH]c4ccccc34)C2c2cccc(OC)c2)c(C)n1 (stereo unspecified)
-10,-6,1,14,102,18,0,-0.3,-4,CCn1c(SCC(=O)c2ccc3ccccc3c2)nnc1-c1cccs1
5,-4,4,9,78,-3,-1,-0.8,5,Cc1cccc(NC(=O)C(c2ccccc2Cl)N2CCOCC2)c1 (stereo unspecified)
6,-2,-2,-15,2.0*[inhibitor],2,5,2.1,-12,CCOC(=O)C1CCN(CC(O)COc2ccc(C(C)(C)CC)cc2)CC1 (stereo unspecified)

From PubChem
